BCR signal inh – blocks chronic active B-cell receptor signaling; AID 493014; 0.05% of 340,000 active; ABC-DLBCL IkBa-CBG/CBR reporter, luminescence ratio, 4 h; Potency, µM (doses to about 46.1 µM), for inactives: at the highest dose ratio change, negative = lower green/red ratio, actives largely listed as inhibitors; active = well fitted inhibition curve with a large enough effect in the signal ratio, with a control signal flat, not every such curve was filed as active; inconclusive = small, poorly fitted or top-dose-only effect, or effect the other way, or a change in a side signal; the % refers to the signal ratio;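 note: potency is the fitted concentration of half-maximal effect; plate controls were basal doxycycline-induced cells for no effect and cells given 10 µM MG132 for full effect; MG132 reads +100%, hits lower the ratio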
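Concentration-response series (up to 46 uM) were applied to TMD8 dual-reporter cells for 4 h at 37C with doxycycline. Green/red ratio, after filter-overlap correction, defined %Activity; red signal alone was normalised to basal cells and zero luminescence.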
Tb PFK block – T. brucei PFK enzyme inhibition; O15648; T. brucei PFK, ADP-Glo luminescence; Potency, µM (titrated, usually from 57.5 µM), inactives show top-dose activity, negative = inhibition, usual class: inhibitors; 0.17% of 330,000 active;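 note: potency is the fitted concentration of half-maximal effect; 0% = uninhibited 1x PFK enzyme wells and -100% = no-enzyme wells; nearly all actives have a fitted effect of over 60% in size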
Target sequence (O15648 whole entry, looked up): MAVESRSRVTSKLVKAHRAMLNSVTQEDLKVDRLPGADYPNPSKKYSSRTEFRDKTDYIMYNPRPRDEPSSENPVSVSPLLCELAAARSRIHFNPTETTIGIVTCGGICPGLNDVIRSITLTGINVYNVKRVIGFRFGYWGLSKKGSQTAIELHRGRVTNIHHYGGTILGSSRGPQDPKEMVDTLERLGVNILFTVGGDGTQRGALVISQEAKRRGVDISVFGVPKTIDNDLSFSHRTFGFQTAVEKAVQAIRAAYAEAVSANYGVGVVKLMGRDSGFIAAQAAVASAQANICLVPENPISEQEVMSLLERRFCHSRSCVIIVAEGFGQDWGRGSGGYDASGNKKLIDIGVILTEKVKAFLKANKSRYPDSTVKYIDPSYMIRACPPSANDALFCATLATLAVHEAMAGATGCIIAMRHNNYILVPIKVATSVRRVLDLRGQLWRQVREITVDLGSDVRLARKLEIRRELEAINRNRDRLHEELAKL
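PFK 1.25 nM, F6P 0.5 mM, ATP 0.1 mM, 0.1 M TEA pH 8.0, 5 mM MgCl2, 0.01% Tween20, 0.1% BSA; 45 min RT. ADP-Glo readout. qHTS titration up to 57 uM; curves fitted, compounds curve-classed.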
USP2a inh – USP2a (human) protease inhibition; Potency, µM (doses to about 38.3 µM), without a hit: top-dose activity change, negative = inhibition, hits mostly inhibitors; AID 463254; O75604; 0.01% of 330,000 active; USP2 core, Ub-CHOP2 coupled fluorogenic reporter, 485/531;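 note: potency is the fitted concentration of half-maximal effect; plate controls were DMSO wells for no effect and full inhibition by NEM control for full effect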
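Deubiquitinase activity read as fluorescence (485/531 nm) after Ub-CHOP2 cleavage activates the enterokinase reporter on its substrate; USP2 core 10nM, Ub-CHOP2 and substrate 25nM each, 30min compound preincubation then 60min RT; data normalized to NEM, curves fitted.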
ELG1 DNA repair – blocks ELG1-dependent DNA repair in HEK293T cells | AID 504467 | Potency, µM (titrated, usually from 46.1 µM), for inactives: at the highest dose activity change, negative = inhibition, most hits filed as inhibitors | HEK293T ELG1-luciferase reporter, luminescence, 16 h; DNA damage induced by 5-fluorouridine | 2.3% of 330,000 active; note: potency is the fitted concentration of half-maximal effect; % is set by controls: 0 for no effect and ±100 for the full control effect; nearly all actives have a fitted effect of over 55% in size
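5-Fluorouridine DNA damage + compound/DMSO, 2,000 cells/well, 16 h, 37 °C/5% CO2. ONE-Glo, 30 min RT, luminescence. Readout = decrease in reporter signal.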
TSG101-PTAP inh – blocks PTAP/TSG101 interaction to inhibit HIV-1 budding; Q99816; Fluorescence polarization, FITC-PTAP peptide / Tsg101 binding; Potency, µM (top dose mostly 115 µM), inactives show at the top dose activity change, negative = inhibition, actives largely listed as inhibitors; 340,000 tested, under 10 active; AID 493005; active = well fitted inhibition curve with a large enough effect in the main read-out, with a control signal flat, not every such curve was filed as active; inconclusive = small, poorly fitted or top-dose-only effect, or effect the other way, or a change in a side signal; inactive = no such curve, though single readings can be large or run the other way; note: potency is the fitted concentration of half-maximal effect; % of control where 0% means no effect
Target sequence (Q99816 whole entry, looked up): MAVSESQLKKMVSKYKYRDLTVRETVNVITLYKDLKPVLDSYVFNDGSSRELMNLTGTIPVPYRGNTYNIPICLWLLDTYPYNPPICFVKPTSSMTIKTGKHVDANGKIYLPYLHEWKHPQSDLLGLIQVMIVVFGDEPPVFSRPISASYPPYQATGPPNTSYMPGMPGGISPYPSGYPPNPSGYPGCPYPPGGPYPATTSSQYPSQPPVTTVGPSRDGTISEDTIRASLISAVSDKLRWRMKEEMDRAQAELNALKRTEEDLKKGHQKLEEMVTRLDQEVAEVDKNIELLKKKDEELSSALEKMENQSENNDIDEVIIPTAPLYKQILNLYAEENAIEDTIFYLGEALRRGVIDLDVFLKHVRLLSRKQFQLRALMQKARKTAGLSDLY
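Fluorescence polarization binding of Tsg101 binding domain (10 uM final) to FITC-labeled PTAP peptide (50 nM final) in HEPES pH 7.5 buffer with NaCl, Tween 20, EDTA, TCEP. Compounds added before peptide; binding 20 min at RT.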
Eya2 phos inh – inhibitors of human Eya2 phosphatase activity. O00167. Potency, µM (doses to about 76.9 µM), for the others: at the top dose activity, negative = inhibition, most hits filed as inhibitors. AID 488837. recombinant Eya2, OMFP fluorescence dephosphorylation (OMFP is methylfluorescein phosphate). 0.006% of 330,000 active; note: potency is the fitted concentration of half-maximal effect; % is set by controls: 0 for no effect and ±100 for the full control effect
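Eya2 protein (added as 0.2 uM solution) was preincubated with compound for 10 min at ambient temperature in 50 mM HEPES pH 7.5, 50 mM NaCl, 5 uM MgCl2, 0.05% BSA, 1 mM DTT. OMFP (added at 50 uM) then reacted 10 min; fluorescence read at 485/525 nm.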
B2AR arrestin – recruits beta-arrestin to the human beta2-adrenergic receptor; P07550; beta-arrestin recruitment to beta2AR, cell-based reporter; Potency, µM (top dose mostly 46.1 µM), without a hit: at the highest dose activation, actives largely listed as activators; 0.02% of 330,000 active;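 note: potency is the fitted concentration of half-maximal effect; 0% = DMSO controls and full agonism = EC100 isoproterenol or metaproterenol; nearly all actives have a fitted effect of over 65% in size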
uPA generation – inhibitors of cell surface uPA generation; cell surface uPA generation assay, qHTS; Potency, µM (series often up to 38.3 µM), without a hit: at the top dose activity change, negative = inhibition, most hits filed as inhibitors; 0.31% of 330,000 active; AID 540303; active = well fitted inhibition curve with a large enough effect; inconclusive = small, poorly fitted or top-dose-only effect; inactive = no such curve, though single readings can be large or run the other way; tested in mouse RAW 264.7 cells; note: potency is the fitted concentration of half-maximal effect; % is set by controls: 0 for no effect and ±100 for the full control effect; nearly all actives have a fitted effect of over 55% in size
Mito fusion yeast – inhibitors of mitochondrial division or activators of mitochondrial fusion; S. cerevisiae fusion-defective mutant growth rescue, CellTiterGlo 48 h; Potency, µM (highest dose often 46.1 µM), for inactives: at the highest dose growth rescue (activation), usual class: activators; 0.23% of 320,000 active;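 note: potency is the fitted concentration of half-maximal effect; % of control where 0% means no effect; nearly all actives have a fitted effect of over 45% in size; temperature-sensitive fusion mutants such as fzo1-1 at 37 °C on non-fermentable ethanol glycerol medium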
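Compounds are tested for their ability to restore growth of mitochondrial fusion-defective yeast strains at non-permissive 37C in YPEG medium over 48 hours. Viability is quantified by luciferase luminescence.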
TSHR antagonist – human thyrotropin receptor antagonism; TSHR-expressing cells, TSH-stimulated cAMP HTRF, 2 h; stronger effect = lower value; activity change, negative = inhibition, % at 11.5 µM; 0.2% of 330,000 active;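 active = activity change below a set negative limit, meaning inhibition stronger than a set level, cut at about -70% in these data; inconclusive = activity change between two set negative limits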; note: % is set by controls: 0 for no effect and ±100 for the full control effect
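Competitive HTRF cAMP read-out (cryptate anti-cAMP antibody, cAMP-d2; 30 min, room temperature) in freshly harvested TSHR cells. Compounds added before TSH at EC80 (4nM final), followed by 2 hours' incubation at 37 deg C.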
TCR act – activates T cell receptor signaling. 330,000 tested, under 10 active. Potency, µM (series often up to 9.22 µM), for inactives: at the top dose activation of IL-2 secretion, most hits filed as activators. primary human leukocytes, anti-CD3, IL-2 HTRF, 48 h. AID 504894; note: % of control where 0% means no effect
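TCR engagement came from a-CD3 beads alone, with compounds added to primary human leukocytes for 48 hr. Secreted IL-2 bridged europium cryptate- and d2-labelled anti-IL-2 antibodies, giving FRET emission at 665nm after 320nm excitation.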
The depositor's hits bear a star; ? = inconclusive; nt = not tested or not shown; [ ] = dose if it differs, or a comment. Unless noted, calls come from the whole dose curve; as a rule, active = well fitted curve in the direction sought with a large enough effect; inconclusive = small, poorly fitted or top-dose-only effect, or another doubt; inactive = no such curve, though single readings can be large; an effect the other way counts as inactive or inconclusive.

SMILES	BCR signal inh	Tb PFK block	USP2a inh	ELG1 DNA repair	TSG101-PTAP inh	Eya2 phos inh	B2AR arrestin	uPA generation	Mito fusion yeast	TSHR antagonist	TCR act
COc1cccc(C(=O)NCCS(=O)(=O)NCCc2ccc(OC)c(OC)c2)c1	?	-5%	2%	-16%	-2%	-3%	-0.1%	-1%	-1%	3	-8%
Cc1noc(C)c1C(=O)NNc1cc(Cl)ccc1Cl	?	-5%	5%	1%	-2%	?	0.4%	-1%	-1%	11	4%
Cc1ccc(N2C(=O)NC(NC(=O)C(C)(C)C)(C(F)(F)F)C2=O)cc1 (configuration not stated)	-2%	5%	5%	11%	-1%	12%	2.8%	-4%	0%	0	-5%[46.1 µM]
O=C(Nc1nc(-c2cccs2)cs1)c1cccc(S(=O)(=O)N2CCCCC2)c1	?	0%	3%	?	-5%	-14%	-0.1%	-6%	?	-49	13%
CNC(=O)CC1C(=O)N(C)C(=S)N1NC(=O)c1ccccc1 (configuration not stated)	?	-6%	4%	-31%	2%	3%	4.4%	3%	2%	-29	-2%
Cc1ccc(S(=O)(=O)NCC(=O)N(CC(=O)NCC2CCCO2)c2cccc(F)c2)cc1 (configuration not stated)	1%	2%	2%	-1%	-2%	7%	0.0%	-3%	-1%	-3	7%
C#CCOCCOCCOCCNc1nc(N2CCN(C(=O)[C@H]([C@@H](C)CC)n3cc(CCCCN)nn3)CC2)nc(N2CCN(C(=O)[C@H](C)n3cc(CCC(=O)O)nn3)CC2)n1	0%	-2%	1%	1%	-1%	7%	1.5%	9%	5%	22	-2%
C=CCNC(=S)NNC(=O)c1ccc(=O)n(Cc2ccc(Cl)cc2Cl)c1	-11%	1%	4%	-16%	1%	-9%	-0.7%	-1%	3%	2	4%
Cc1ccc(CN(C)C(=O)c2cc(Br)c(Br)s2)o1	-16%	0%	-1%	-1%	-5%	2%	-0.5%	-2%	16%	-14	8%
COC(=O)C1=C(C(=O)c2ccccc2)C(c2ccc(O)c(OC)c2)n2nnnc2N1 (configuration not stated)	?	2%	3%	1%	1%	-2%	-0.1%	-3%	-1%	11	2%
Cc1cc(C)n(-c2ccc(NC(=O)C3CCN(Cc4ccc(C)o4)CC3)cc2)n1	1%	0%	-1%	-2%	-4%	11%	-0.3%	-7%	-4%	-4	1%
O=C(O)Cc1csc2ccccc12	0%	-2%	-1%	12%	-2%	-12%	-0.1%	1%	-1%	2	-3%
CC(NCC(O)COCc1ccc(Cl)cc1)c1ccccc1 (configuration not stated)	16%	-3%	7%	-4%	-1%	-1%	-0.3%	0%	14%	3	0%
COc1ccc(C(C(=O)NC(C)(C)C)N(Cc2ccc(F)cc2)C(=O)CCC(=O)Nc2cc(C)on2)cc1 (configuration not stated)	10%	-2%	0%	13%	-1%	-3%	-0.9%	-3%	9%	-6	-12%
N=c1n(CC(=O)c2ccc(Br)s2)c2ccccc2n1Cc1ccccc1	?	0%	-4%	?	-1%	-4%	-1.0%	?	-7%	3	-1%
CN1CCN(C(=O)c2cc(COc3c(F)cccc3F)on2)CC1c1ccccc1 (configuration not stated)	?	-7%	0%	?	-9%	1%	-0.2%	4%	-4%	4	5%
COc1ccc(CC(=O)Nc2ccc(S(=O)(=O)Nc3ncccn3)cc2)cc1	-23%	-2%	3%	6%	-3%	-8%	0.1%	-6%	-1%	-5	1%
O=C(NC1CC2CCC1C2)c1ccc(CN2CCOCC2)cc1 (configuration not stated)	-1%	-1%	1%	?	-4%	17%	-2.5%	4%	-2%	26	-20%
CN(NS(=O)(=O)c1ccc(Cl)cc1)c1ncc(C(F)(F)F)cc1Cl	?	0%	1%	-3%	-7%	0%	0.2%	-2%	2%	-8	nt
O=C1CC(=O)N(c2cccc(F)c2)N1	-2%	3%	0%	?	-2%	24%	0.1%	6%	0%	2	-1%
CCN(c1ccccc1)S(=O)(=O)c1cc(C(=O)OC2CCOC2=O)ccc1C (configuration not stated)	0%	-1%	-5%	13%	-3%	5%	0.3%	-15%	4%	27	-10%
Cc1ccc(S(=O)(=O)NC(CC(=O)O)c2ccco2)cc1 (configuration not stated)	-1%	-3%	2%	?	-11%	-9%	0.0%	nt	-2%	5	nt
C#CCOCCOCCOCCNc1nc(N2CCN(C(=O)Cn3cc(CCCCN)nn3)CC2)nc(N2CCN(C(=O)Cn3cc(CCCCN)nn3)CC2)n1	1%	-2%	-1%	2%	-5%	-5%	-0.5%	-6%	0%	4	-4%
C=CCn1c(COc2ccc(Cl)cc2)nnc1SCC(=O)N/N=C/c1cccc(O)c1	5%	-2%	0%	-22%	-5%	-3%	-0.5%	-12%	0%	-3	-1%
COc1ccc(C(=O)Cn2cnc3ccc(Cl)cc3c2=O)cc1F	?	2%	2%	-1%	-1%	-8%	-0.1%	-1%	-7%	-5	1%
CC(C)C(C)NC(=O)CSc1nnc(-c2c[nH]c3ccccc23)o1 (configuration not stated)	-18%	1%	-3%	-3%	-2%	-6%	?	7%	7%	-5	2%
Clc1ccc(-c2c[nH]c3ccccc23)nn1	4%	5%	15%	30%	-2%	-6%	-0.5%	-3%	-1%	-13	1%
COCCCNS(=O)(=O)c1cccc(S(=O)(=O)c2cccc(S(=O)(=O)NCCCOC)c2)c1	?	1%	-1%	-16%	-3%	-3%	-0.8%	?	1%	-10	0%
O=C(OCCN1C(=O)c2ccccc2C1=O)c1ccc(S(=O)(=O)N2CCCCCC2)cc1	2%	-9%	3%	-17%	2%	-2%	-0.2%	2%	1%	-4	-4%
CCOC(=O)c1ccc(NC(=O)CCc2nc(-c3ccc(C)cc3)no2)cc1	?	-4%	-3%	15%	-5%	-20%	-1.1%	nt	11%	-28	-2%
COc1ccc(N2CCN(C(=O)COC(=O)COc3cccc(C(F)(F)F)c3)CC2)cc1	15%	0%	-7%	0%	-5%	-8%	-0.2%	-8%	-4%	-4	3%
CCOC(=O)COc1ccc2nsnc2c1Cl	-1%	2%	2%	?	-1%	-1%	-0.9%	3%	-3%	-4	2%
COc1ccc(NC(=O)C2Cc3ccccc3C(=O)O2)cc1 (configuration not stated)	-5%	0%	4%	?	-2%	-5%	-0.6%	2%	13%	-5	-1%
CCOc1ccc(-n2c(C)c(C(=O)OC)c3cc(O)ccc32)cc1	0%	-4%	0%	?	-1%	-5%	-0.9%	5%	0%	4	10%
CCC(=O)Nc1ccc(N/C(N)=N/c2nc(C)cc(C)n2)cc1	?	0%	1%	-27%	-4%	16%	-0.6%	7%	2%	-3	-21%
CCc1ccc(C(=O)COC(=O)c2cc([N+](=O)[O-])ccc2NCCO)cc1	?	2%	-2%	15µM*	0%	-4%	-0.8%	-3%	17%	-13	-7%[46.1 µM]
CCOC(=O)[C@H]1[C@H]2COc3ccc(Br)cc3[C@@H]2N2C(=O)c3cc(Br)ccc3NC(=O)[C@@]12C	-9%	0%	-1%	-24%	-1%	3%	0.1%	-24%	?	-12	-2%
C=CC[C@@H](CC(=O)NCCO)C(=O)N[C@@H](COC(=O)[C@@H](CC=C)CC(=O)OC(C)(C)C)Cc1c[nH]c2ccccc12	?	0%	2%	?	-4%	-18%	3.1%	6%	nt	-17	0%
CCN(C(=O)c1cccc(Br)c1)c1ccccc1	0%	-4%	2%	-7%	-1%	-12%	-0.9%	-2%	9%	3	1%[46.1 µM]
O=C(NC1CCCCC1)C(c1cccnc1)N(C(=O)c1ccc(Cl)nc1)C1CCCCC1 (configuration not stated)	11%	1%	-1%	-5%	0%	13%	-0.2%	-4%	23%	7	-8%
COc1ccccc1NC(=O)C1CCN(S(=O)(=O)c2cccc3nonc23)CC1	-17%	-2%	1%	-5%	-4%	-7%	0.1%	3%	-1%	24	-2%
CC1(C)Cc2ccccc2-c2nnc(C(F)(F)F)n21	2%	1%	-1%	4%	-8%	-3%	-0.4%	-6%	0%	17	2%[46.1 µM]
CCOc1ccc(NS(=O)(=O)c2cc(NC(=O)CCS(=O)(=O)c3ccc(C)cc3)ccc2OC)cc1	0%	0%	-2%	1%	-4%	-1%	2.8%	-7%	-6%	-7	3%[46.1 µM]
COc1ccc(CN2CCN(C(=O)C3CCN(S(=O)(=O)c4cccs4)CC3)CC2)c(OC)c1OC	-20%	2%	-1%	10µM*	0%	9%	0.1%	-2%	3%	0	-4%

High-throughput results from PubChem.

Compounds were not picked by outcome; any-hit rate near 3%.
